Screens deposited in PubChem by National Center for Advancing Translational Sciences (NCATS).
HTT aggregate: inhibitors of mutant huntingtin aggregate formation in PC12 cells | PC12 HttQ103-GFP aggregates, Acumen cytometry, 40 h | AID 1688 | 1.1% of 220,000 active | Potency, µM (highest dose often 46.1 µM), inactives show top-dose activity change, negative = inhibition, most hits filed as inhibitors; note: % is set by controls: 0 for no effect and ±100 for the full control effect; nearly all actives have a fitted effect of over 60% in size
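PC12 cells with ecdysone-inducible HTT exon1 Q103-GFP, induced by 100 nM tebufenozide, given compounds in a concentration series. GFP aggregates (1–25 um, 6 SD above background) counted in lysates by laser-scanning cytometry, 488 nm excitation.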
aGlu spleen mod: inhibits or activates alpha-glucosidase in human spleen homogenate; Potency, µM (titrated, usually from 79.9 µM), without a hit: at the top dose activity change, negative = inhibition, actives largely listed as inhibitors; AID 2112; human spleen homogenate, 4-MU-alpha-glucoside fluorescence; 0.006% of 240,000 active;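 note: 0% = enzyme with vehicle and -100% = no enzyme basal signal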
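Human spleen homogenate (1 ug) incubated with compounds and 1 mM 4-methylumbelliferyl-alpha-D-glucopyranoside in pH 5.0 citrate/phosphate buffer, 37 C, 40 min. Stopped at pH 10; 4-MU fluorescence (Ex 365/Em 440 nm); AC50 by Hill fit.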
IMPase Li inh: cell-permeable IMPase inhibitors with lithium potentiation. CHO-M1 cells, IP1 TR-FRET (IP-One), carbachol + lithium. 0.35% of 210,000 active. Potency, µM (doses to about 59.4 µM), for the others: top-dose activity, negative = IMPase inhibition, hits mostly inhibitors;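 note: IP1 builds up when IMPase is blocked and the TR-FRET signal falls; plate controls were basal vehicle for no effect and high inhibitor control for full effect; nearly all actives have a fitted effect of over 50% in size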
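Readout is a homogeneous TR-FRET IP1 immunoassay (Ex 320, Em 665 and 620), where raised cytosolic IP1 lowers signal. Cells were CHO-M1 treated 30 min at 37C with test compounds plus a little lithium; AC50 values came from Hill-equation fitting.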
GAA glycogen mod: GAA glycogen-cleavage inhibition or activation; Potency, µM (titrated, usually from 76.4 µM), inactives show top-dose activity change, negative = inhibition, hits mostly inhibitors; 0.38% of 300,000 active; recombinant GAA, glycogen substrate, Amplex Red glucose oxidase fluorescence;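 note: 0% = full enzyme reaction and -100% = no-enzyme basal signal; the screen sought inhibitors and activators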
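Recombinant human alpha-glucosidase (4 nM final) hydrolysed bovine liver glycogen (30 ug) for 40 min at 37 C in pH 5.0 citrate/phosphate with 0.01% Tween-20. Released glucose detected by glucose oxidase/Amplex Red, Ex 573/Em 610 nm. Compounds up to 77 uM; AC50 from Hill fits.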
HTT ATP protect: Huntington cell model cytoprotection by ATP luminescence. PC12 HTT-Q103 induced, cytoprotection, ATP luminescence, 40 h. Potency, µM (doses to about 56.4 µM), inactives show cytoprotection (ATP increase), usual class: activators. 0.14% of 230,000 active;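 note: % of control where 0% means no effect; nearly all actives have a fitted effect of over 45% in size; toxic huntingtin expression switched on by the ecdysone agonist tebufenozide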
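Stable PC12 Q103-GFP cells in serum-supplemented, phenol red-free DMEM; induction by tebufenozide at 100 nM final; compound dose series; cell viability quantified luminescently from ATP.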
GoLoco inh red: RGS12 GoLoco-Gai1 interaction inhibition. Potency, µM (highest dose often 61.6 µM), inactives show top-dose activity, negative = inhibition, most hits filed as inhibitors. P63096. Gai1:RGS12 GoLoco peptide FP, rhodamine, 10 min. 0.44% of 230,000 active; active = well fitted inhibition curve with a large enough effect, not every such curve was filed as active; inactive = no such curve, though single readings can be large or run the other way; note: % is set by controls: 0 for no effect and ±100 for the full control effect; nearly all actives have a fitted effect of over 30% in size; many of its hits are not listed in these tables
Target sequence (P63096 whole entry, looked up): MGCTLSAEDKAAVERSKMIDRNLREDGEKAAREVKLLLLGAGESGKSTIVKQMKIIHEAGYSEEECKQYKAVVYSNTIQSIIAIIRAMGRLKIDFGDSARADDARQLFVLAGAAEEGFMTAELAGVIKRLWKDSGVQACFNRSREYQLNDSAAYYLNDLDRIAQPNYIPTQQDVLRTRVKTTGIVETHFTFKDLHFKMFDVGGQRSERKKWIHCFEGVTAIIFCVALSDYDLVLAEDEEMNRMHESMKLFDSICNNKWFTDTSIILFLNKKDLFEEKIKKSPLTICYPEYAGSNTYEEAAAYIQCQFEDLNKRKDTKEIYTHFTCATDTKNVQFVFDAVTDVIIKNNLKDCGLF
GAA inh: inhibitors of human lysosomal alpha-glucosidase; P10253; purified human GAA, 4-MU-alpha-glucoside fluorescence; Potency, µM (top dose mostly 76.9 µM), without a hit: at the highest dose activity change, negative = inhibition, hits mostly inhibitors; 0.005% of 200,000 active; AID 1466;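 note: plate controls were uninhibited enzyme wells for no effect and no-enzyme background for full effect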
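Fluorogenic assay: 4 nM human alpha-glucosidase with 400 uM 4-methylumbelliferyl-alpha-D-pyranoside in 50 mM citrate/phosphate, 0.005% Tween-20, pH 5.0, 20 min at room temperature. Compounds tested up to 77 uM; AC50 from Hill fits.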
* = called active by the depositor; u = inconclusive; x = not tested or not shown; & = joins results of further samples; [ ] = remark or other dose. Unless noted, calls come from the whole dose curve; as a rule, active = well fitted curve in the direction sought with a large enough effect; inconclusive = small, poorly fitted or top-dose-only effect, or another doubt; inactive = no such curve, though single readings can be large; an effect the other way counts as inactive or inconclusive. Potency is the fitted concentration of half-maximal effect. An excerpt; the hit share may differ from the screen's.

1: CN1C2CCC1CC(OC(=O)c1cc(Cl)cc(Cl)c1)C2 (stereo unspecified)
2: Cc1cc(OC(=O)c2ccco2)c2c3c(c(=O)oc2c1)CCC3
3: Nc1ccc(-c2ccc(N)cc2)cc1
4: NC(=O)[C@@H]1CCCN1C(=O)[C@H](Cc1ccccc1)NC(=O)[C@@H]1CCCN1C(=O)[C@@H](N)Cc1ccc(O)cc1
5: CCNCC
6: CC(=O)OC1C2CCC1C(N1CCCC1)CC2 (stereo unspecified)
7: Cc1nn(Cc2ccccc2)c(C)c1C(=O)OCC(=O)NCc1ccco1
8: Cc1ccc(-n2c(O)c(C=NCC3CCCO3)c(=O)[nH]c2=O)c(C)c1 (stereo unspecified)

assay / entry,1,2,3,4,5,6,7,8
HTT aggregate,-11%,u,x,x,x,-9%,-11%,1%[9.22 µM]
aGlu spleen mod,5%&2%&-1%,2%,2%,-1%,7%,2%,0%,-2%
IMPase Li inh,33%[activator],x,17%,2%,-1%,23%[38.3 µM],-1%[38.3 µM],x
GAA glycogen mod,2%,-4%,x,x,x,-2%,-6%,4%
HTT ATP protect,-72%&-11%,-23%,-41%[inhibitor],-12%,28%,10%,21%[10 µM],17%[10 µM]
GoLoco inh red,9%&8%&1%,x,4%,9%,9%,-7%,0%,-3%
GAA inh,u,2%,x,x,x,-7%[15.4 µM],u,x

Structures from the list above that contain a carbonyl joined to an NH by a bond outside any ring (two):
4: NC(=O)[C@@H]1CCCN1C(=O)[C@H](Cc1ccccc1)NC(=O)[C@@H]1CCCN1C(=O)[C@@H](N)Cc1ccc(O)cc1
7: Cc1nn(Cc2ccccc2)c(C)c1C(=O)OCC(=O)NCc1ccco1

assay / entry,4,7
HTT aggregate,x,-11%
aGlu spleen mod,-1%,0%
IMPase Li inh,2%,-1%[38.3 µM]
GAA glycogen mod,x,-6%
HTT ATP protect,-12%,21%[10 µM]
GoLoco inh red,9%,0%
GAA inh,x,u

(cont.)
9: C=CCn1c(=O)c(C=Nc2c(OC)cccc2[N+](=O)[O-])c(O)n(CCCC)c1=O
10: CN1CCC(N2CC3CC(C2)c2cccc(=O)n2C3)CC1 (stereo unspecified)
11: Cc1ccccc1C1=NCC(=S)Nc2ccc(Cl)cc21
12: CN1CCN(c2cccc3c2C(=O)c2ccccc2C3=O)CC1
13: OC(CNC1CCCCCCC1)c1ccccc1 (stereo unspecified)
14: O=C(NCc1ccco1)c1ccc(Cn2c(=O)c3ccccc3n(Cc3cccc(F)c3)c2=O)cc1
15: CCCCCCC(=O)N/N=C/c1c(O)n(C(C)CC)c(=S)[nH]c1=O (stereo unspecified)
16: Cc1cccnc1-n1c(C)nc2ccccc2c1=O

assay / entry,9,10,11,12,13,14,15,16
HTT aggregate,-8%,11%,-2%,-1%,17%,u,-5%[9.22 µM],6%
aGlu spleen mod,-8%,4%,-9%,-3%,-6%,0%,-13%,-3%
IMPase Li inh,17%,-1%[38.3 µM],-2%,20%,9%,0%[38.3 µM],x,-11%[38.3 µM]
GAA glycogen mod,1%,-16%,-4%,-2%,-14%,-10%,-17%,5%
HTT ATP protect,2%[10 µM],-15%,24%[10 µM],-4%[10 µM],-12%,-19%,11%[10 µM],2%
GoLoco inh red,11%,-4%,3%,3%,18%,8%,-2%,-7%
GAA inh,-4%,3%,-2%,-3%,-5%,-1%,-3%,1%

17: FC(F)(F)c1cccc(-n2nnnc2C2(N3CCOCC3)CCCCC2)c1
18: CN(C)c1ccc(/C=C/c2cc[n+](C)c3ccccc23)cc1
19: Cc1ccc(CN2CCN(C)CC2)c(C)c1
20: O=C(CN1CCCCC1c1cccnc1)c1ccccc1 (stereo unspecified)
21: CCNC[C@H](O)c1cccc(O)c1
22: COc1ccc(C(=O)N2CCOCC2)cc1S(=O)(=O)N1CCC(C)CC1
23: O=C(C[N+]12CCC(CC1)C(C(O)(c1ccccc1)c1ccccc1)C2)c1ccc(Br)cc1 (stereo unspecified)
24: O=C(Nc1ccccc1)N1CC2(CCN(C(=O)Oc3ccccc3)CC2)C1

assay / entry,17,18,19,20,21,22,23,24
HTT aggregate,13%,u,6%,x,-4%[20.6 µM],-17%,-11%[9.22 µM],x
aGlu spleen mod,-12%,1%,-5%,6%,-2%[29.1 µM],-5%,7%,1%
IMPase Li inh,7%[38.3 µM],132%[activator],16%[38.3 µM],10%,2%,17%[38.3 µM],x,2%
GAA glycogen mod,-12%,9%,3%,x,x,-18%,4%,x
HTT ATP protect,-11%,-67%[inhibitor][10 µM],7%[10 µM],-40%[inhibitor],0%[40.3 µM],-12%[0.074 µM],-2%[10 µM],-14%
GoLoco inh red,-1%,302%[activator],5%,-2%,7%[21.6 µM],4%,4%,-6%
GAA inh,-4%,8%,-3%,x,x,3%,x,x

25: OCc1cnc[nH]1
26: c1cc(Cc2cnc[nH]2)ccn1
27: OC1/C(=C/c2ccc(F)cc2)N2CCC1CC2 (stereo unspecified)
28: CCn1ncc(-c2ccnc3cc(C(=O)O)nn23)c1C
29: O=C1NC(=O)C(=Cc2ccc(Oc3ccc([N+](=O)[O-])cc3)cc2)C(=O)N1
30: COCCNC(=O)CN1C(=O)CN=C(c2ccccc2)c2ccccc21
31: Nc1nnc(P(c2ccccc2)c2ccccc2)s1
32: CCCCC12CNCC(C)(CNC1)C2=O

assay / entry,25,26,27,28,29,30,31,32
HTT aggregate,-8%,x,2%,19%,-20%[9.22 µM],21%[9.22 µM],-21%[9.22 µM],5%
aGlu spleen mod,-15%&-4%,4%&1%,1%,8%,-2%,1%,-3%,11%
IMPase Li inh,2%&3%,-6%,0%,0%,3%,x,x,5%[38.3 µM]
GAA glycogen mod,-5%,x,-2%,6%,-12%,-1%,-14%,4%
HTT ATP protect,2%[1.9 µM],6%,x,-7%,-43%,14%[10 µM],-19%[10 µM],-6%[0.074 µM]
GoLoco inh red,12%&10%,3%,2%,-35%,8%,-4%,-2%,3%
GAA inh,5%[15.4 µM],x,0%,u,-4%,x,x,0%

2 compounds drawn at random from those above:
32: CCCCC12CNCC(C)(CNC1)C2=O
26: c1cc(Cc2cnc[nH]2)ccn1

assay / entry,32,26
HTT aggregate,5%,x
aGlu spleen mod,11%,4%&1%
IMPase Li inh,5%[38.3 µM],-6%
GAA glycogen mod,4%,x
HTT ATP protect,-6%[0.074 µM],6%
GoLoco inh red,3%,3%
GAA inh,0%,x

The list goes on:
33: CCOc1ccc(-n2c(O)c(C=Nc3ccc(N(CC)CC)cc3)c(=O)[nH]c2=O)cc1
34: C=C(CC1(CNP(=O)(c2ccccc2)c2ccccc2)CC1)c1ccccc1
35: Cc1ccc(-n2c(C)nc3ccccc3c2=O)c(C)c1
36: Nc1ccnn1C1CCNCC1
37: CCC(=O)N1CC(=O)Nc2ccc(F)cc2C1c1ccccc1 (stereo unspecified)
38: CC(C)c1ccc(-n2c(O)c(/C=N/NC(=O)c3ccccc3O)c(=O)[nH]c2=S)cc1
39: COC(=O)c1cncn1C(C)c1ccccc1 (stereo unspecified)
40: CCOC(=O)c1c(-c2ccccc2)oc2ccc(OC(=O)N(C)C)cc12

assay / entry,33,34,35,36,37,38,39,40
HTT aggregate,u,x,18%[9.22 µM],-5%,-20%,16%[9.22 µM],5%,-16%
aGlu spleen mod,-20%,-26%,12%,4%,-2%,-18%,-7%,-2%
IMPase Li inh,24%[38.3 µM],7%,x,-1%,5%[38.3 µM],x,20%[38.3 µM],14%[38.3 µM]
GAA glycogen mod,-12%,x,14%,1%,-3%,-27%,0%,-3%
HTT ATP protect,-24%,-34%[inhibitor],30%[10 µM],10%[10 µM],-10%,14%[10 µM],-6%[10 µM],-4%
GoLoco inh red,14%,7%,-1%,-13%,-7%,148%[activator],6%,3%
GAA inh,-2%,x,-19%,5%,-9%,x,2%,-13%

41: CN(C)N=O
42: Cc1cc(C)nc(/N=C(\N)c2c(O)[nH]c(=O)[nH]c2=O)n1
43: CN1CCN(c2ccc([N+](=O)[O-])c(NCC3CCCO3)c2)CC1 (stereo unspecified)
44: C=CCc1cc(C=C2C(=O)N(C)C(=O)N(C)C2=O)cc(OCC)c1OCc1ccccc1
45: COc1ccc2c(CN3CC=C(c4ccccc4)CC3)cc(=O)oc2c1
46: CCOC(=O)C1(CCc2ccccc2)CCN(Cc2cccc3c2OCO3)CC1
47: CCC1(C)OC(c2ccccc2)=C/C(=C/C=C2C(=O)NC(=O)NC2=O)O1 (stereo unspecified)
48: O=c1[nH]c(=S)[nH]c(O)c1N=Nc1ccc(OC(F)F)cc1

assay / entry,41,42,43,44,45,46,47,48
HTT aggregate,x,-7%,2%,0%,3%,-2%[9.22 µM],4%[9.22 µM],3%
aGlu spleen mod,-5%,-2%,-5%,-22%,0%,3%,-5%,-3%
IMPase Li inh,-15%,9%,x,-6%,1%,23%,29%,10%
GAA glycogen mod,x,5%,7%,11%,25%,8%,1%,9%
HTT ATP protect,-33%[inhibitor],19%[10 µM],1%[10 µM],x,-49%,-2%[10 µM],-33%,-63%[inhibitor]
GoLoco inh red,-16%,4%,x,25%,-1%,5%,162%[activator],5%
GAA inh,x,-6%,1%,u,-1%,x,u,-21%

49: CCCCCC[C@H]1C(=O)O[C@H](C)[C@H](NC(=O)c2cccc(NC=O)c2O)C(=O)O[C@@H](C)[C@@H]1OC(=O)CC(C)C
50: Nc1ccc(C2(c3ccc(N)cc3)CN3CCC2CC3)cc1
51: COP(=S)(OC)Oc1ccc(SC)c(C)c1
52: C/C(=N\N1CCCCCC1)c1c(O)n(C2CCCCC2)c(=O)[nH]c1=O
53: O=C(c1cccc2ccccc12)C1CCCN(C2CCC2)C1 (stereo unspecified)
54: O=C1C2CCCN2C(c2cccc(Cl)c2)N1c1ccccn1 (stereo unspecified)
55: O=S(=O)(c1ccccc1)N1CCCCC1c1cccnc1 (stereo unspecified)

assay / entry,49,50,51,52,53,54,55
HTT aggregate,x,4%,7%,-1%[9.22 µM],-16%[9.22 µM],-2%,-16%
aGlu spleen mod,9%,3%,10%&6%,-1%,0%,-8%,-2%
IMPase Li inh,28%,26%[38.3 µM],1%&1%,x,30%,8%[38.3 µM],0%[38.3 µM]
GAA glycogen mod,x,1%,x,0%,-9%,9%,11%
HTT ATP protect,-155%[inhibitor][1.9 µM],6%,-124%,-2%[10 µM],3%[10 µM],4%,-15%
GoLoco inh red,5%,-15%,5%&6%,16%,9%,4%,6%
GAA inh,x,0%,x,2%[15.4 µM],u,-4%,-9%
